# High-throughput results (PubChem)
# Bim-Bcl-B: inhibitors of Bim-Bcl-B binding, primary screen, biochemical, multiplexed, human Bcl-2 family. bead-based flow cytometry, Bim peptide-Bcl-B binding. inhibition, % at 10 µM. hit rate 0.073% among 190,000. AID 951, 2007;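 note: 0% = tracer peptide without compound and 100% = reference inhibitor peptide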
# Target sequence (Q9HD36 whole entry, looked up): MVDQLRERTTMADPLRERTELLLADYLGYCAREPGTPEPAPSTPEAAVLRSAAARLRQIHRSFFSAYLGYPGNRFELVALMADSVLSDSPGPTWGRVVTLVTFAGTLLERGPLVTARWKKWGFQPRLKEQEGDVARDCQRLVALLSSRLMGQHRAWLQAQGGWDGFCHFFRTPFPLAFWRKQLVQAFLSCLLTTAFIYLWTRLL
# Bim-Bcl-W: inhibitors of Bim binding to Bcl-W, primary screen, biochemical, multiplexed, bead-based flow cytometry; Bcl-2-like protein 2 (Homo sapiens), Q92843; Bim peptide-Bcl-W binding; inhibition, % at 10 µM; hit rate 0.02% among 190,000;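 note: 0% = bound tracer without compound and 100% = peptide blocker; higher means less fluorescent Bim peptide bound to Bcl-W beads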
# GSH bead fluor: compound fluorescence on glutathione beads, profiling panel, artefact control, biophysical, 488/530 nm, flow cytometry. GSH beads flow cytometry, compound fluorescence 488/530 nm; active compounds read high. fluorescence (KMESF) at 10 µM. hit rate 0.25% among 190,000; in the data active = fluorescence above about 89;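 note: glutathione beads carrying GST-tagged Bcl family fusion proteins plus one bare bead set; values are compound well signal with DMSO vehicle wells as background; inactives centre near 16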
# RGS7-Gao: RGS7-Galphao binding modulators, primary screen, biochemical, multiplexed bead flow cytometry. actives lie on both sides. binding response (% of control), % at 10 µM. Guanine nucleotide-binding protein G(o) subunit alpha (Homo sapiens), P09471. hit rate 0.35% among 220,000. AID 1439, 2008; in the data active = binding response below about 49% or above about 150%; inconclusive = no clear call, values can overlap the other calls; inactive = in between;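 note: fluorescent Galphao held in activated GDP-AlF4 state binding bead-coupled RGS7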
# Target sequence (P09471 whole entry, looked up): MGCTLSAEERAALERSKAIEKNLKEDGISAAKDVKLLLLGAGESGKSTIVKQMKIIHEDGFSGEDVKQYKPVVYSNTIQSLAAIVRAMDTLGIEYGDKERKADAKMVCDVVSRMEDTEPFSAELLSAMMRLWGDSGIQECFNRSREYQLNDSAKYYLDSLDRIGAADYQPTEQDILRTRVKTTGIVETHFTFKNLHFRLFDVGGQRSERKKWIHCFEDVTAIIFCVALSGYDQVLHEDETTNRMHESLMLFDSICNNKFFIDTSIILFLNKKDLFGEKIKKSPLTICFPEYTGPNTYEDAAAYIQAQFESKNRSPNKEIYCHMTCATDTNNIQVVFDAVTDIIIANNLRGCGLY
# Avidin fluor: green autofluorescence of compounds with avidin beads – biophysical, 488/530 nm, flow cytometry, artefact control, profiling panel; AID 1775, 2009; compound fluorescence 488/530 nm; active compounds read high; hit rate 0.38% among 220,000; fluorescence (KMESF) at 10 µM; in the data active = fluorescence above about 47; note: inactives centre near 10
# Bim-Bfl-1: inhibitors of Bim binding to Bfl-1, primary screen, biochemical, multiplexed, bead-based flow cytometry; Bcl-2-related protein A1 (Homo sapiens), Q16548; Bim-Bfl-1 binding inhibition; inhibition, % at 10 µM; hit rate 0.12% among 190,000; AID 1008, 2008;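 note: 0% = wells without compound plus tracer and 100% = blocker peptide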
# ABCB1 block: ABCB1 efflux pump inhibitors, primary screen, cell-based, multiplex, flow cytometry, ABCG2 counter-screen; inhibition, % at 6.6 µM; CCRF-Adr cells, JC-1 efflux; AID 1326, 2008; hit rate 0.067% among 190,000; in the data active = inhibition above about 40%;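 note: 0% = vehicle and 100% = reference inhibitor; higher value means more JC-1 retained so stronger ABCB1 efflux block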
# Bcl-XL Bim block: inhibitors of Bim-Bcl-XL binding, primary screen, biochemical, multiplexed, bead flow cytometry, human Bcl-XL | Bim peptide-Bcl-XL binding, fluorescence | inhibition, % at 10 µM | hit rate 0.04% among 190,000 | AID 1007, 2008
# RGS4-Gao reg: modulators of RGS4 binding to Galphao, primary screen, biochemical, multiplexed bead flow cytometry; binding response (% of control), % at 10 µM; hit rate 0.33% among 220,000; actives lie on both sides; in the data active = binding response below about 49% or above about 150%; inactive = in between;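 note: fluorescent Galphao activated with aluminum fluoride binding bead-coupled RGS4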
# Bim-Bcl-2: inhibitors of Bim-Bcl-2 binding, primary screen, biochemical, multiplexed, human Bcl-2 family. inhibition, % at 10 µM. Apoptosis regulator Bcl-2 (Homo sapiens), P10415. hit rate 0.06% among 190,000. Bead-based flow cytometry, Bim peptide-Bcl-2 binding; in the data active = inhibition above about 40%; inconclusive = no clear call, values can overlap the other calls;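 note: 0% = no compound wells with probe peptide and 100% = reference peptide inhibitor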
# Target sequence (P10415 whole entry, looked up): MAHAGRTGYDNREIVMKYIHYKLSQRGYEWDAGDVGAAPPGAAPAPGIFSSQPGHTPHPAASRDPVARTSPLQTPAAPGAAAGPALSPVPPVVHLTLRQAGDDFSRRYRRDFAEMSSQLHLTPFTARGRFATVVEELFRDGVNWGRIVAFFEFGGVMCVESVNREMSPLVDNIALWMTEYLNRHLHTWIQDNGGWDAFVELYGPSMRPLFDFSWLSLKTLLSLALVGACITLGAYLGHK
# ABCG2 inh: ABCG2 efflux pump inhibitors, primary screen, multiplex with ABCB1, IgMXP3 cells, flow cytometry; JC-1 efflux; inhibition, % at 6.6 µM; Broad substrate specificity ATP-binding cassette transporter ABCG2 (Homo sapiens), Q9UNQ0; hit rate 0.1% among 190,000;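 active = inhibition above 80%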;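 note: 0% = DMSO and 100% = nicardipine control wells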
#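 Incubation: cells with compound and JC-1, 10 min at 25 °C, rotating, no wash / Test system: IgMXP3 (ABCG2) plus far-red-tagged CCRF-Adr (ABCB1) cells / Compound dosing: one concentration, 6.6 µM final / Also added: JC-1 fluorescent substrate / Evaluation: efflux inhibition in percent versus controls / Detection: flow cytometry, 530 nm JC-1 signal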
# * marks the source's active call; other numbers are inactive results; u = inconclusive; x = not tested or not shown. Cut-off read from the data, not from the text of the source, unless noted: active = inhibition above about 40%. Compounds were not picked by outcome. About 1.3% of those tested had a hit in this group.
SMILES,Bim-Bcl-B,Bim-Bcl-W,GSH bead fluor,RGS7-Gao,Avidin fluor,Bim-Bfl-1,ABCB1 block,Bcl-XL Bim block,RGS4-Gao reg,Bim-Bcl-2,ABCG2 inh
Cc1ccc(C(C(=O)NCc2ccc(F)cc2)N(CCCO)C(=O)C2COc3ccccc3O2)o1 (stereo not given),-6,-2,19,96,10,-3,0.8,0,102,-1,19
O=C(CCc1ccc(S(=O)(=O)NCc2ccccc2)cc1)NCc1ccco1,-8,-4,13,103,3,-1,0.1,-7,102,-3,-2
Cc1ccc(C(=O)CC(C(=O)O)n2cnc([N+](=O)[O-])n2)cc1 (stereo not given),-4,-2,13,94,12,-8,0.2,-2,102,0,-1
CCCOC1CCCN(C(=O)CCc2nnc(Cc3cccc(C)c3)o2)C1 (stereo not given),-4,-5,9,99,1,-8,1.0,-4,103,0,4
Cn1c(-c2c(N)n(C3CCCC3)c3nc4ccccc4nc23)nc2ccccc21,-9,2,10,105,10,-9,0.9,-3,105,-13,2
COc1cc(NC(=O)c2cccs2)c(C(=O)OCC(=O)NC(=O)NC(C)(C)C)cc1OC,-6,1,23,101,24,-16,4.3,0,101,-7,30
Cc1[nH][nH]c(=O)c1C(c1c(C)[nH][nH]c1=O)c1cn(C)c2ccccc12,-3,-2,22,98,10,-3,1.4,0,99,0,8
Cc1no[n+]([O-])c1COc1ccccc1/C=N/n1nnnc1N,-2,-3,8,103,4,0,0.4,-5,102,0,14
CCn1c(C(=O)O)c(CC(=O)Nc2ccccc2F)c2ccccc21,0,1,13,101,12,-3,-0.1,-1,105,-1,1
CCCCCn1cnc2sc(CC)cc2c1=O,-12,-3,15,96,13,-8,0.9,-8,97,-16,9
COc1ccccc1-n1cnc2cc(NCc3cccs3)ccc21,-1,1,10,104,13,-10,0.6,-2,101,-7,4
O=S(=O)(c1ccc(Cl)s1)N1CCc2ccccc2C1,-3,-8,23,96,26,-2,0.7,-4,98,-8,2
O=C(O)c1ncn(Cc2ccccc2)c1C(=O)O,-2,5,22,103,4,-8,-0.1,-3,99,-6,0
O=C(c1ccco1)N1CCN(S(=O)(=O)c2ccc([N+](=O)[O-])cc2)CC1,3,6,8,100,8,-1,0.2,0,101,0,0
CNC[C@H](O)c1ccc(O)c(O)c1,-3,2,20,101,8,2,0.8,-1,95,4,4
C/C(=N\NC(=O)OC(C)(C)C)c1ccc[nH]1,-1,-3,13,u,10,-5,0.1,-3,93,-4,2
CCN(CC)C(=O)c1sc(NC(=O)c2ccc(OC)c([N+](=O)[O-])c2)c(C#N)c1C,-5,-5,18,105,7,-14,1.6,-8,107,-9,28
CCOC(=O)c1cc2c(N)c(C(=O)c3cc(C#N)c(SC)nc3C)sc2nc1C,0,0,20,105,14,-1,0.7,-2,103,-1,4
Cc1cccc(Cn2nc(C)c(NC(=O)c3ccc(F)cc3)c2C)c1,-1,0,11,104,12,-1,0.4,0,100,-1,1
Cc1ccc(N(NC(=O)C(O)(c2ccccc2)c2ccccc2)C(=O)CCl)cc1,-8,-1,7,92,2,-2,-0.1,-5,93,-2,0
Cc1ccnc2nc(C(=O)NCc3cccs3)nn12,0,-2,11,102,9,-2,0.4,-1,102,1,6
Cc1[nH]c2c(C)cccc2c1CCNC(=O)c1ccc2c(c1[N+](=O)[O-])C(=O)c1ccccc1C2=O,5,4,21,90,13,-2,-0.4,1,95,-5,-2
Clc1ccc(-c2n[nH]c3c2CCC3)cc1Cl,-9,-2,36,96,14,-15,1.8,-4,102,-6,58
O=C(NN1c2ccccc2CCc2ccccc21)c1ccccc1Br,-8,-1,24,105,13,-20,-0.5,-11,104,-14,-2
Cc1sc2ncnc(OCC(=O)NC(C)C)c2c1C,-1,-2,20,96,8,-1,0.3,-1,100,-3,1
COc1cccc(-c2nc(CCl)cs2)c1OC,-7,-4,7,104,24,-5,0.1,-5,106,-1,0
Cc1ccc(C)c(S(=O)(=O)NCCCn2ccnc2)c1,-5,-4,13,90,11,-10,0.2,-7,90,-7,2
COc1ccc(C(=O)NCc2nnc(SCC(=O)NCc3ccc(F)cc3)o2)cc1,-1,0,19,101,8,0,1.8,-3,100,-1,11
Cc1ccc(C(=O)OCc2cn(-c3ccccc3)nn2)cc1,-3,-1,12,99,24,-6,0.5,-2,98,-1,2
CCOC(=O)N1CCN(S(=O)(=O)c2ccc(F)c(C(=O)Nc3ccc(C(C)C)cc3)c2)CC1,-9,-4,25,108,12,-5,2.6,-8,111,-4,4
COC(=O)c1ccc(NN=Nc2ccc(C)cc2)cc1,-2,0,4,97,14,3,-0.1,-1,97,5,0
COc1cccc(-c2cc(C(F)(F)F)n3nc(C(=O)Nc4c(C)n(C)n(-c5ccccc5)c4=O)cc3n2)c1,3,0,18,u,8,6,1.4,0,92,4,20
COc1ccc(C(=O)Nn2c(C)nnc2-n2nc(C)cc2C)cc1OC,-12,-4,24,106,5,-4,0.0,-15,105,x,0
CC(=O)c1cccc(NC(=O)C2CC(c3ccc(F)cc3)=NO2)c1 (stereo not given),-12,-1,33,98,6,-17,0.0,-10,102,-14,1
CC1C(C#N)=C(SCC(N)=O)NC2=C1C(=O)CC(C)(C)C2 (stereo not given),0,2,11,93,5,0,0.0,-1,96,0,0
Cc1ccc(C(=O)Nc2ccc(N3CCN(S(C)(=O)=O)CC3)cc2)cc1,-3,-3,14,99,14,0,-0.1,-3,98,-2,0
Cc1onc(-c2ccccc2)c1C(=O)OCC(=O)c1ccccc1,-7,-4,33,98,7,-5,-0.6,-6,99,-3,34
Cc1ccc(Cl)cc1N1CCN(CC(=O)Nc2ccc3[nH]c(=O)[nH]c3c2)CC1,-1,3,31,96,8,-10,1.7,-9,98,-3,8
COCCn1c(N)c(C(=O)NCC2CCCO2)c2nc3ccccc3nc21 (stereo not given),2,-2,22,97,19,-1,0.8,0,104,-1,3
O=C(O)CCC(=O)Nc1ccc(S(=O)(=O)N2CCCC2)cc1,-2,-1,12,101,8,-2,0.2,1,102,-1,0
Cc1ccc(CNC(=O)c2cccc(OCc3c(C)noc3C)c2)cc1,-5,0,45,102,6,-8,0.0,3,98,-7,0
N#C/C(=C\c1ccncc1)c1nc2ccccc2c(=O)[nH]1,-1,-1,27,104,11,-1,0.4,0,103,-5,2
COc1ccc(C2CC(c3ccc4ccccc4c3)=NN2C(=O)COC(=O)C2CCC(=O)N2)cc1 (stereo not given),-5,-1,16,u,9,-6,1.1,0,98,-8,8
C=CCNc1nc(NC(C)(C)CO)nc(OCC)n1,-9,4,54,96,5,-13,0.1,-8,98,-12,0
O=C(NC12CC3CC(CC(C3)C1)C2)c1cnccn1,-2,-1,26,105,10,-4,-0.1,0,107,-4,1
COC(=O)C1CCN(Cc2cn(Cc3ccccc3)nc2-c2cc3ccccc3o2)CC1,0,0,10,113,8,3,0.0,-1,109,-2,0
Cc1ccc(-c2c(C(=O)N(C)Cc3ccccc3)oc(=O)c3ccccc23)cc1,-6,-2,4,95,8,0,7.2,-4,96,-1,46
Cc1ccc(-c2nnc(-c3ccccc3)c(-c3ccccc3)n2)cc1,-6,-5,12,94,7,-2,0.6,-5,97,-3,6
Nc1nonc1-c1nc2ccccc2n1CC(=O)N1CCN(c2ccc(F)cc2)CC1,-11,-1,23,91,16,-10,-2.8,-4,97,-12,-2
C=CCN1C(=O)CSC1=Nc1cccc(O)c1,-8,-2,22,103,14,-8,-3.4,-3,100,-11,0
CCOc1cccc(N2C(=O)CC(N3CCN(c4ccc(S(=O)(=O)CC)cc4)CC3)C2=O)c1 (stereo not given),-7,-3,6,97,7,-11,0.5,-5,98,-4,1
Cc1sc(NC(=S)NC(=O)C2CCCCC2)c(C(N)=O)c1C,12,15,6,95,4,20,-1.7,18,94,14,-7

# Entries shown so far with an aryl methoxy group:
SMILES,Bim-Bcl-B,Bim-Bcl-W,GSH bead fluor,RGS7-Gao,Avidin fluor,Bim-Bfl-1,ABCB1 block,Bcl-XL Bim block,RGS4-Gao reg,Bim-Bcl-2,ABCG2 inh
COc1cc(NC(=O)c2cccs2)c(C(=O)OCC(=O)NC(=O)NC(C)(C)C)cc1OC,-6,1,23,101,24,-16,4.3,0,101,-7,30
COc1ccccc1-n1cnc2cc(NCc3cccs3)ccc21,-1,1,10,104,13,-10,0.6,-2,101,-7,4
CCN(CC)C(=O)c1sc(NC(=O)c2ccc(OC)c([N+](=O)[O-])c2)c(C#N)c1C,-5,-5,18,105,7,-14,1.6,-8,107,-9,28
COc1cccc(-c2nc(CCl)cs2)c1OC,-7,-4,7,104,24,-5,0.1,-5,106,-1,0
COc1ccc(C(=O)NCc2nnc(SCC(=O)NCc3ccc(F)cc3)o2)cc1,-1,0,19,101,8,0,1.8,-3,100,-1,11
COc1cccc(-c2cc(C(F)(F)F)n3nc(C(=O)Nc4c(C)n(C)n(-c5ccccc5)c4=O)cc3n2)c1,3,0,18,u,8,6,1.4,0,92,4,20
COc1ccc(C(=O)Nn2c(C)nnc2-n2nc(C)cc2C)cc1OC,-12,-4,24,106,5,-4,0.0,-15,105,x,0
COc1ccc(C2CC(c3ccc4ccccc4c3)=NN2C(=O)COC(=O)C2CCC(=O)N2)cc1 (stereo not given),-5,-1,16,u,9,-6,1.1,0,98,-8,8
